PfG6PD inh: PfG6PD (Plasmodium falciparum) enzyme inhibition | PfGluPho enzyme, NADPH resazurin-diaphorase fluorescence | inhibition, % at 20 µM | 0.78% of 350,000 active | AID 504690;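 active = inhibition reaching at least a set limit at 20 µM in the primary screen, cut at about 59% in these data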;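 also: 0% = DMSO wells with substrate and 100% = DMSO wells lacking glucose-6-phosphate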
SENP1 inh: inhibitors of human SENP1 SUMO protease catalytic domain; Q9P0U3; recombinant SENP1 catalytic domain, CyPet-SUMO1-YPet FRET cleavage; inhibition, % at 10 µM; 0.21% of 360,000 active; AID 624204;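 active = inhibition at least 30% at 10 µM, raw YFP signal under a set limit, fluorescence ratio 0.5 to 1.5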;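 also: 0% = enzyme with DMSO and 100% = no enzyme wells; some results filed as inactive read as strong as hits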
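System: Recombinant human SENP1 catalytic domain, His6-tagged | Incubation: Enzyme reaction for 50 min at room temperature, dark | Medium: Tris pH 8 with BME, BSA, NP40 and catalase | Also added: 25 nM SUMO1 FRET substrate | Compound: 10 µM single point, 0.5% DMSO | Measured by: FRET fluorescence in CFP and YFP emission channels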
SENP8 block: inhibitors of human SENP8 protease; AID 602440; recombinant SENP8, Nedd8 substrate fluorescence; 0.64% of 360,000 active; inhibition, % at 20 µM; Q96LD8; in the data active = inhibition mostly above about 40%, no sharp cut-off; inactive = mostly below about 27%
GRIN3A LBD mod: NR3A (human) ligand-binding domain modulation. NR3A LBD differential scanning fluorimetry, Tm shift; 0% = protein alone, 100% = glycine-bound protein. Tm shift relative to glycine control, % at 25 µM. 2.5% of 340,000 active;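 active = melting temperature shift of at least 10% of the positive control shift, at one fixed dose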
SENP6 block: inhibitors of human SENP6 protease | Q9GZR1 | Recombinant SENP6 catalytic domain, aminoluciferin luminescence | inhibition, % at 10 µM | 1.8% of 330,000 active | AID 2599;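 active = inhibition above about 50% at the single tested dose, limit read from the data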;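 also: plate controls were DMSO wells with enzyme for no effect and DMSO wells lacking enzyme for full effect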
hIAP act: increases human intestinal alkaline phosphatase activity; P09923; purified human IAP, CDP-Star luminescence, 30 min; active compounds read high; 1 = vehicle-only enzyme, 0 = enzyme-free background; activation factor at 10 µM; 0.16% of 330,000 active;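 active = activation factor of the enzyme at least 2-fold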; also: the source names both 10 and 20 µM as test concentration; values of inactives mirror those of a sister screen read the other way
Target sequence (P09923 whole entry, looked up): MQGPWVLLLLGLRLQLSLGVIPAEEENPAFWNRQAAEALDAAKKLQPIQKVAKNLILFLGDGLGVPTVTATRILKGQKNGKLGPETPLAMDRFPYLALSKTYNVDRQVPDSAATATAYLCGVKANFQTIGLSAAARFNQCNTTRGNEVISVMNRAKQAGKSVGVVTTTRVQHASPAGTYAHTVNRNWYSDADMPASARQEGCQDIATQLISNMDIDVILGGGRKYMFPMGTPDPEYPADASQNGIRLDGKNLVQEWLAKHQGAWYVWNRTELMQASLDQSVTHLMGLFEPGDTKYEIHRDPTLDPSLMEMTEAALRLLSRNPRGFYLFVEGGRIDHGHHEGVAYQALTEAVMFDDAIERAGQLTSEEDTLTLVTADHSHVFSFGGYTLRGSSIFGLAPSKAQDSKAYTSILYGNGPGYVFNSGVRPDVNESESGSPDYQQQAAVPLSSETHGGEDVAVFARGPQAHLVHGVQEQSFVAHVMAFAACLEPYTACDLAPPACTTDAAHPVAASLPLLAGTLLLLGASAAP
ATG4B inhibitor: ATG4B (human) cysteine protease inhibition; ATG4B cleavage of LC3-PLA2, NBD-HPC fluorescence, 1 h; 0.51% of 340,000 active; inhibition, % at 8.33 µM; Q9Y4P1; in the data active = inhibition above about 40%
Target sequence (Q9Y4P1 whole entry, looked up): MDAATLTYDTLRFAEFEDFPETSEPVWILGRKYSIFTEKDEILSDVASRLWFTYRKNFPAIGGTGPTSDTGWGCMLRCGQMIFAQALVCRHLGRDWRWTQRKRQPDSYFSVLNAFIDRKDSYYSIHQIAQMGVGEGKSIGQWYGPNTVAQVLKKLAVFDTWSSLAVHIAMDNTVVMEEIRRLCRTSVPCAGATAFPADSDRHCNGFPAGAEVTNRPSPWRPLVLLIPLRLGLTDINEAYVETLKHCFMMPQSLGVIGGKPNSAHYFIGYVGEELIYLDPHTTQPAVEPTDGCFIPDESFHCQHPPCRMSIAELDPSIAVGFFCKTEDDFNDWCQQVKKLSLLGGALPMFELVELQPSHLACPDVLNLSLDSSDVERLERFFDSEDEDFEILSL
MPTP inh: permeability transition pore inhibition. isolated mouse mitochondria, Ca2+ swelling absorbance, 30 min. inhibition, % at 10 µM. 1.4% of 360,000 active;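 active = inhibition of 50% or more, scaled per plate between neutral and stimulator controls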;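 also: 0% = DMSO wells given calcium and 100% = 1 mM EGTA wells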
The depositor's hits bear a star; x = not tested or not shown.

A first look, three compounds:
item	smiles	PfG6PD inh	SENP1 inh	SENP8 block	GRIN3A LBD mod	SENP6 block	hIAP act	ATG4B inhibitor	MPTP inh
1	CN(C)S(=O)(=O)c1ccc(NC(=S)NC(=O)c2cccs2)cc1	1.1	-3.0	-6.4	-0.2	-9.2	0.904	-2.4	-1.3
2	N=C(N)SCCc1cccc(CCSC(=N)N)c1	3.3	4.4	7.9	-0.5	1.6	1.51	-5.8	4.9
3	CCn1c(CNC(=O)Cc2ccc(OC)cc2)nnc1SCC(=O)c1ccccc1	38.7	1.1	14.5	0.0	x	x	-8.1	-1.3

This part in full, from the first entry:
item	smiles	PfG6PD inh	SENP1 inh	SENP8 block	GRIN3A LBD mod	SENP6 block	hIAP act	ATG4B inhibitor	MPTP inh
1	CN(C)S(=O)(=O)c1ccc(NC(=S)NC(=O)c2cccs2)cc1	1.1	-3.0	-6.4	-0.2	-9.2	0.904	-2.4	-1.3
2	N=C(N)SCCc1cccc(CCSC(=N)N)c1	3.3	4.4	7.9	-0.5	1.6	1.51	-5.8	4.9
3	CCn1c(CNC(=O)Cc2ccc(OC)cc2)nnc1SCC(=O)c1ccccc1	38.7	1.1	14.5	0.0	x	x	-8.1	-1.3
4	O=C1CCC(C(=O)N2CCSCC2)CN1Cc1cccc(C(F)(F)F)c1 (configuration not stated)	8.5	2.2	-11.6	2.2	-13.9	1.18	26.9	-0.4
5	FC(F)(F)c1ccnc(Sc2n[nH]c(C(F)(F)F)n2)c1	-20.6	-0.3	12.2	4.5	-7.5	0.966	-1.4	1.2
6	COc1ccc(-c2cc(-c3ccc(C)cc3)nc(SCc3nnc(-c4ccccc4)o3)c2C#N)cc1OC	3.3	-1.2	-298.3	-10.2	-10.3	0.9	-7.8	-1.3
7	Nc1nonc1-n1nnc(C(=O)N/N=C/c2cccnc2)c1CSc1ccc(Cl)cc1	15.1	1.9	0.8	12.5*	3.0	0.78	-7.7	0.8
8	CC(C)(C)NC(=O)C(c1ccccn1)N(C(=O)c1ccc2c(c1)OCCO2)C1CCCC1 (configuration not stated)	-17.1	1.8	31.6	-1.9	5.2	0.951	8.5	0.4
9	CCOCCCNS(=O)(=O)c1ccc(NC(=O)c2ccccc2)cc1	22.4	2.3	10.8	2.2	-15.7	1.1	-11.2	2.0
10	O=C(NCC1CCCO1)c1onc(CSc2cccc3ccccc23)c1C(=O)O (configuration not stated)	-24.4	3.1	7.5	-21.3	3.2	1.08	1.3	-0.3
11	CCOc1ccc(NC(=O)Nc2ccccc2SC)cc1	13.6	2.4	2.1	-5.9	98.0*	1.08	9.7	-1.4
12	Cn1nc(Cc2n[nH]c(=S)n2C)c2ccccc2c1=O	12.9	1.1	7.2	-0.2	31.5	0.851	3.7	4.9
13	CC(C)(NS(=O)(=O)OCC(Cl)(Cl)Cl)c1ccccc1	10.4	0.7	13.0	-0.2	-2.3	0.967	-1.1	-0.9
14	COc1cc2c(C(=O)NCCCOC(C)C)cn(CC(C)C)c(=O)c2cc1OC	8.6	0.3	-10.0	0.6	-3.3	0.884	-10.7	0.1
15	COc1ccccc1OCCNC(=O)c1ccccc1OCc1c(C)noc1C	2.6	0.7	10.2	1.8	-0.8	0.925	-6.3	1.4
16	CC(C)C[C@@H](NC(=O)[C@H]1CCCN1C(=O)Cc1ccccc1)C(N)=O	-7.0	-1.5	13.7	0.0	-7.0	0.967	-3.5	-0.9
17	COc1ccccc1-c1ccc(/C=C2\C=CC(=O)O2)o1	11.5	-36.4	-292.5	-0.6	-11.4	1.08	2.3	6.5
18	Cc1ccc(C)c(OCCCC(=O)NC2CCCCC2)c1	-5.9	2.1	12.1	0.1	-18.9	0.928	-0.7	0.6
19	COc1ccc(C(=O)NCc2cc(C(C)C)no2)cc1OC1CCN(C(C)C)CC1	0.5	-2.5	27.3	0.0	2.4	0.971	-0.2	2.5
20	COc1ccc(-c2noc(N3CCC(C(=O)Nc4ccc(OC)cc4OC)CC3)n2)cc1	6.5	0.9	12.0	-1.6	14.8	0.909	-9.8	-0.5
21	Cn1c(SCC(=O)Nc2ccccc2Cl)nnc1C1CC1	-12.6	2.5	6.2	-0.7	-11.6	0.948	4.1	-0.4
22	Cc1cc(OCC(=O)OCC(=O)c2ccc[nH]2)ccc1Cl	13.5	-0.8	-14.7	0.3	-18.8	1.07	3.7	-0.1
23	Cc1ccc(NC(=O)C(=S)NCc2ccco2)cc1	-1.1	3.1	23.3	-1.4	23.8	1.02	15.4	2.1
24	Cc1cccc(Nc2c([N+](=O)[O-])ccc3nonc23)c1C	-4.0	4.2	21.7	0.9	5.1	0.766	-2.9	1.6
25	COc1ccccc1CNS(=O)(=O)c1cccc(S(=O)(=O)N2CCOCC2)c1	-5.6	1.6	17.5	-3.1	-11.9	0.962	10.1	0.8
26	COC(=O)C(NC(=O)c1ccc(C)cc1)(Nc1cccc(C)n1)C(F)(F)F (configuration not stated)	18.1	0.9	-0.2	2.5	3.6	0.935	1.7	0.4
27	Cc1ccc2c(c1)CO[C@@]21O[C@H](CCO)C[C@H](O)[C@H]1O	-1.7	-0.4	5.1	x	x	x	x	-1.4
28	Cn1c(=O)cc(SCC(=O)N2CCN(C(=O)c3ccco3)CC2)c2ccccc21	3.9	0.2	-21.7	1.7	-3.9	1.26	-3.3	0.3
29	Cc1cccc(-n2ncc3c(NCc4ccccn4)ncnc32)c1	2.8	-4.2	6.6	-2.2	7.7	1.11	-8.1	0.3
30	CCc1ccccc1NC(=S)N(CCOC)C(C)c1ccco1 (configuration not stated)	6.8	2.6	10.7	-0.2	21.8	0.977	-0.2	1.0
31	CCC(C)c1ccc(NC(=O)c2cccs2)cc1 (configuration not stated)	52.8	3.9	12.9	-21.2	90.1*	1.03	24.1	3.5
32	COc1ccc(N(CC(=O)NN=C2CCCCCCC2)S(=O)(=O)c2ccccc2)cc1	-3.8	-1.6	5.0	-1.0	5.7	1.38	-10.8	1.4
33	O=C(CC(=O)NCc1cccnc1)NCc1cccnc1	-13.1	-2.2	16.0	-1.3	-13.3	0.95	-6.0	-2.4
34	COc1ccc(/C(N)=N/OC(=O)c2cccc([N+](=O)[O-])c2C)cc1	-5.8	0.4	19.0	-0.4	-9.0	0.954	4.8	0.4
35	CCCN1CCC(=O)N([C@H](CSc2ccc(Br)cc2)c2ccccc2)CC1	3.4	-9.5	15.1	1.3	4.3	0.953	-5.8	0.0
36	CN(C(=O)CN1C(=O)S/C(=C\c2ccccc2Cl)C1=O)C1CCS(=O)(=O)C1 (configuration not stated)	-0.7	1.5	1.0	1.5	-2.3	1.32	-7.4	-0.9
37	COc1cccc(OCC(O)CN2CCC(CN3C(=O)c4cccc5cccc(c45)C3=O)CC2)c1 (configuration not stated)	-4.7	1.3	-175.1	-1.7	17.4	1.02	-21.5	72.3*
38	O=C1[C@H](Cc2ccccc2)NCCCC[C@@H](c2ccco2)N1Cc1ccccc1	-7.2	-5.5	6.0	-1.0	x	x	16.8	-0.2
39	CCOc1ccc(/C(C)=N/N2C(=O)C(CC(=O)Nc3ccc(OC)cc3[N+](=O)[O-])SC2=Nc2cccc(C)c2C)cc1 (configuration not stated)	0.1	0.4	27.0	-2.9	8.5	0.928	1.5	-1.6
40	COc1ccc(CN2CC(C(=O)NCCC(C)C)CC2=O)cc1 (configuration not stated)	-11.2	0.2	10.8	0.7	-6.4	0.999	-3.0	-2.0
41	O=C(N/N=C/c1ccc(O)cc1)c1cc(C2CC2)[nH]n1	-2.2	1.9	-34.3	1.5	-7.5	0.926	-2.3	1.0
42	CCN(c1ccccc1)S(=O)(=O)c1ccc(C(=O)NCC2(N(C)C)CCCCC2)cc1	-7.2	1.0	7.5	-1.6	-15.7	0.871	-0.7	-0.7
43	OC1CCN(C(c2ccc3ncccc3c2)c2nnnn2C2CCCCC2)CC1 (configuration not stated)	-3.0	-4.8	4.9	-0.9	-1.6	1.07	-0.6	-0.6
44	O=C(O)C1C(c2ccccc2)=C1c1ccc(Br)cc1 (configuration not stated)	-5.8	3.0	-21.2	x	x	x	x	-0.9
45	COCCNC(=O)CCCCCn1c(=S)[nH]c2ccccc2c1=O	4.9	3.1	5.5	-0.4	-1.7	0.895	-0.4	-0.9
46	NC1=NC(c2cn(-c3ccccc3)nc2-c2cccs2)n2c(nc3ccccc32)N1 (configuration not stated)	1.7	0.0	11.2	-6.0	11.1	1.43	1.2	10.3
47	O=C1CCCN1CC(O)CS(=O)(=O)Cc1ccccc1 (configuration not stated)	10.5	1.0	21.0	0.9	-3.9	0.985	-6.5	-0.8
48	Cc1cccc(N(C)S(=O)(=O)c2ccc3[nH]cc(C(=O)N4CCOCC4)c(=O)c3c2)c1	-10.4	2.3	-196.0	-0.8	5.6	1.07	4.1	1.2
49	CCOC(=O)Cn1c(=O)c2c(nc(Br)n2CC(=O)OCC)n(C)c1=O	-2.4	-1.0	15.4	-2.9	-20.2	0.982	-0.8	0.4
50	COc1ccc(/C=C/C(=O)c2ccoc2)cc1	-4.2	1.2	-12.5	-0.3	5.7	1.08	-2.4	-1.4

Next records:
item	smiles	PfG6PD inh	SENP1 inh	SENP8 block	GRIN3A LBD mod	SENP6 block	hIAP act	ATG4B inhibitor	MPTP inh
51	COC1OC(CO)C(O)C(O)C1O (configuration not stated)	-6.1	2.4	4.0	-0.5	-5.3	0.999	-3.0	0.8
52	O=C(CN1C(=O)NC2NC(=O)NC21)N/N=C/c1ccccc1O (configuration not stated)	-25.3	-32.2	-248.9	0.6	11.1	1.6	0.6	-0.7
53	O=C(NC(=S)Nc1nc(-c2ccc(Br)cc2)cs1)c1cccnc1	-9.0	1.2	15.8	-2.8	-23.6	0.954	-5.3	2.9
54	O=C(CSc1nc2ccccc2c(=O)n1-c1ccc(OC(F)F)cc1)NC1CC1	-5.7	-1.6	-2.7	2.3	-26.9	0.967	0.6	-0.8
55	COc1cccc(C(=O)N2CCN(C(=O)C3CCCO3)CC2)c1 (configuration not stated)	-6.5	1.5	3.4	-0.3	-16.6	1.1	0.0	-0.9
56	Oc1c(Br)cc(Br)cc1C=NCc1ccc(F)cc1	7.3	-24.9	-26.3	-0.2	9.7	0.961	73.8*	-2.7
57	CC(=O)c1nnn(-c2ccc([N+](=O)[O-])cc2C)c1C	-14.7	-0.9	14.0	0.7	-6.1	0.897	-6.7	-0.7
58	O=C(CN(C(=O)CNC(=O)c1cccs1)c1cccc(F)c1)NC1CCCCC1	-16.1	2.2	11.2	-1.7	-17.2	1.09	3.6	-0.5
59	CCC(Sc1nc(-c2ccccc2)c(C#N)c(=O)[nH]1)C(=O)Nc1cc(C)on1 (configuration not stated)	-17.5	1.1	-22.0	-11.1	-20.2	1.17	13.9	1.0
60	CCN1CCN(c2ccc(NC(=O)c3ccc([N+](=O)[O-])o3)cc2Cl)CC1	35.7	-0.7	52.5*	2.4	x	x	-5.0	1.2
61	O=[N+]([O-])c1ccc(-c2cnc(SC(c3ccccc3)c3ccccc3)[nH]2)cc1	15.2	-20.2	7.3	26.1*	-18.9	1.08	18.4	89.7*
62	O=C(Cc1ccc(F)cc1)OCC(=O)c1cc2ccccc2o1	-46.1	-0.4	6.3	1.5	-8.2	0.895	0.4	0.4
63	CC(=O)N1c2ccc(S(=O)(=O)NCC3CCC(C(=O)N4CCC(C)CC4)CC3)cc2CC1C (configuration not stated)	-0.5	-0.3	8.9	-3.0	-1.5	1.02	-5.8	1.0
64	Cc1ccc(Nc2nc(N)[nH]c(=O)c2N=O)cc1	-7.4	-86.9	2.6	-2.0	-13.9	1.11	-2.1	0.0
65	CC(C)CC(=O)Nc1ccc(C(=O)COC(=O)C2=COCCO2)cc1	-12.6	0.8	-13.4	0.5	-11.6	1.04	-0.8	0.3
66	Cc1oc2c(CN3CCCCC3C)c(O)ccc2c(=O)c1-c1ccccc1 (configuration not stated)	-21.4	-0.6	-278.3	2.1	-10.2	1.2	-8.6	3.4
67	Cc1ccc(CNC(=O)Nc2ccccc2)n1C	6.5	-14.6	8.5	0.1	5.5	0.989	-1.7	0.1
